Assay outcomes as filed in PubChem BioAssay.
PolyA inhibitor: polyadenylation inhibitors in yeast reporter cells, primary screen, luminescence, S. cerevisiae | S. cerevisiae SKY197-pL101 polyadenylation reporter, beta-gal luminescence; efflux-impaired pdr1/pdr3 knockout yeast; score 100 = 6 SD above DMSO | calls only at 12 µM | hit rate 0.02% among 300,000 | AID 1875, 2009;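 active means lowest replicate activity score at least 50, where 100 means six control SD above control mean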;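 further: yeast exposed to compound for 9 h at 30 °C; higher score means more reporter readthrough which indicates perturbed polyadenylation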
TRPC4 agonist: activators of mouse TRPC4 channel, primary screen, Fluo4 calcium, HEK293 TRPC4beta/mu-opioid cells | B-score at 10 µM | Fluo4 calcium fluorescence; stronger effect = higher value | AID 2237, 2010 | hit rate 0.49% among 310,000 | Short transient receptor potential channel 4 (Mus musculus), Q9QUQ5;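 active means B-score above 5 SD of library B-scores, and initial fluorescence ratio not above library mean plus 5 SD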;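 further: positive B-score marks a calcium rise read as TRPC4 activation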
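system = HEK293 cells stably co-expressing mouse TRPC4beta and mu-opioid receptor | schedule = Fluo4 dye loading 45 min at room temperature, 110 s recording | measure = B-scored integrated calcium fluorescence ratio | signal = Fluo4 calcium-sensitive dye fluorescence, kinetic, 1 Hz baseline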
KCNQ1 act: potentiators or activators of KCNQ1 channel, primary screen, cell-based, thallium flux, high-throughput | Potassium voltage-gated channel subfamily KQT member 1 (Homo sapiens), P51787 | CHO-K1 KCNQ1, thallium flux FluxOR fluorescence; stronger effect = higher value | B-score at 10 µM | hit rate 0.35% among 310,000 | AID 2648, 2010;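 active means fluorescence ratio B-score, a plate-corrected score, at least three library SD, with initial intensity B-score within 5 SD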
Target sequence (P51787 whole entry, looked up): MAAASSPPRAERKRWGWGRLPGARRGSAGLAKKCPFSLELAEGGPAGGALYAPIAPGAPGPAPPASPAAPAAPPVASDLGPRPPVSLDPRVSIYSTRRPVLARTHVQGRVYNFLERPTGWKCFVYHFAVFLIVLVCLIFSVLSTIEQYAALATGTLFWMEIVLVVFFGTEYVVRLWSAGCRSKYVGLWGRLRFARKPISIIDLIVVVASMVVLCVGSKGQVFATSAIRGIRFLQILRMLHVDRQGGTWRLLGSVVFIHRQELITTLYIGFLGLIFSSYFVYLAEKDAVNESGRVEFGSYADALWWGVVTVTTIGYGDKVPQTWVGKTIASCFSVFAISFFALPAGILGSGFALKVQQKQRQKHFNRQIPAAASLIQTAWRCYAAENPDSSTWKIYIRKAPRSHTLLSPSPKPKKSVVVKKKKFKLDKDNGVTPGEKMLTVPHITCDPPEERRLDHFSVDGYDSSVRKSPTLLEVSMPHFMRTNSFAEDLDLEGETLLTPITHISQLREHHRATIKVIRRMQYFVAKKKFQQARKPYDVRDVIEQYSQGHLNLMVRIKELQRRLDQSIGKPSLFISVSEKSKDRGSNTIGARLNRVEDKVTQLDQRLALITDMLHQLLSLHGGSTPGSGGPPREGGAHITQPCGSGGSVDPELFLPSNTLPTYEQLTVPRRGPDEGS
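System: Stable KCNQ1 CHO-K1 line | Incubation: 90 min dye loading and 20 min compound exposure, both at room temperature | Measure: Ratio B score | Medium: Assay buffer for compound exposure, DMSO matched across wells | Compound dosing: Single-concentration screen | Probe or stimulus: K+/Tl+ depolarizing stimulus | Measured by: Kinetic FluxOR fluorescence, 10 s baseline plus 110 s post-stimulus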
Platelet DG rel: inhibitors of platelet dense granule secretion, primary screen, cell-based, MLPCN, human platelets. hit rate 0.22% among 300,000. inhibition, %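 (compounds screened at 7.5 µM in platelet-rich plasma)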. human platelet-rich plasma, SFLLRN dense granule ATP release, luminescence;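 active means mean replicate score, as percent of positive control, at or above 50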
KCNK9 inh: KCNK9 potassium channel inhibitors, primary screen, HEK293 cells, thallium flux | hit rate 1.2% among 310,000 | FluxOR thallium flux fluorescence; stronger effect = lower value | B-score at 10 µM | AID 488922, 2010 | Potassium channel subfamily K member 9 (Homo sapiens), Q9NPC2;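 active means ratio B-score over 3 SD below the library mean, with starting fluorescence within 5 SD of its mean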;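 further: negative B-score means less thallium flux so channel inhibition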
Dyrk1A ADPGlo: rat Dyrk1A kinase inhibitors, primary screen, biochemical, single point, plate reader. Dual specificity tyrosine-phosphorylation-regulated kinase 1A (Rattus norvegicus), Q63470. ADP-Glo luminescence, NFATc1 peptide. inhibition, % at 12.5 µM. hit rate 0.43% among 310,000. AID 504441, 2011; in the data active means inhibition above about 50%;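 further: plate controls were vehicle with enzyme for no effect and no enzyme for full effect; many of its hits are not listed in these tables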
TRPC4 block: inhibitors of mouse TRPC4 channel, primary screen, Fluo4 calcium, HEK293 TRPC4beta/mu-opioid cells; Short transient receptor potential channel 4 (Mus musculus), Q9QUQ5; DAMGO-evoked Fluo4 calcium flux; stronger effect = lower value; B-score at 10 µM; hit rate 0.39% among 300,000;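 active means B-score over 3 SD under the library average, no early fluorescence shift, positive overall ratio signal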
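Assay system: Stable TRPC4beta/mu-opioid receptor HEK293 cells | Reagent: DAMGO in two steps, submaximal then maximal | Compound dosing: Single concentration per test compound | Signal: Fluo4 Ca2+ flux fluorescence | Evaluation: Per-well B score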
KCNQ1 inh: inhibitors of human KCNQ1 channel, primary screen, cell-based, thallium flux, high-throughput; CHO-K1 KCNQ1, FluxOR thallium flux fluorescence; stronger effect = higher value; B-score at 10 µM; hit rate 1.3% among 310,000;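 active means compounds whose thallium flux B-score, printed positive for inhibition, exceeds three library SD while starting fluorescence stays within three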;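 further: channel opened by potassium depolarization with thallium stimulus after 20 min compound exposure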
hERG rescue: hERG rescue from dofetilide block, primary screen, cell-based, CHO-hERG, FluxOR thallium flux, dofetilide IC70 | Voltage-gated inwardly rectifying potassium channel KCNH2 (Homo sapiens), Q12809 | dofetilide IC70 present | activation (rescue from dofetilide block), less the hit threshold, % at 10 µM | hit rate 0.51% among 310,000 | AID 1511, 2009;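 active means activation above the mean of controls blocked by dofetilide plus 5 SD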;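 further: thallium influx through hERG after potassium depolarization seen as dye fluorescence rise; in these data hits start at about 4.7%; inactives centre near -7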
KCNK3 inh: human KCNK3 channel inhibitors, primary screen, CHO cells, FluxOR thallium flux, B-score; Potassium channel subfamily K member 3 (Homo sapiens), O14649; FluxOR fluorescence; stronger effect = lower value; B-score at 10 µM; hit rate 0.84% among 340,000;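 active means B-score under library mean minus 4 SD, starting fluorescence ratio at most library mean plus 5 SD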;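 further: more negative B-score means stronger inhibition of thallium flux through KCNK3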
Target sequence (O14649 whole entry, looked up): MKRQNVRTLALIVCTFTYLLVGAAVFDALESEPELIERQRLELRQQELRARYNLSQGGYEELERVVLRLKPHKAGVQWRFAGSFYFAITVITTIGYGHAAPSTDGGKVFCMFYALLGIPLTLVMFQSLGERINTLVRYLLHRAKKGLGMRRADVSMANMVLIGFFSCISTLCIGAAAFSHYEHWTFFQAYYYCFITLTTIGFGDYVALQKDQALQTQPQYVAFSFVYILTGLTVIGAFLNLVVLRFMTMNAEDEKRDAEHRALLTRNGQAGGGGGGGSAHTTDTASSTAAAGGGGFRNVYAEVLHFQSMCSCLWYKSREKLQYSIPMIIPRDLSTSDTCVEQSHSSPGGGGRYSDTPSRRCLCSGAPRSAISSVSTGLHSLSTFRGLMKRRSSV
TRPC4 PAM: positive allosteric modulators of TRPC4, primary screen, cell-based, mouse TRPC4beta, HEK293 mu-opioid, Fluo-4 calcium; Short transient receptor potential channel 4 (Mus musculus), Q9QUQ5; DAMGO EC20, Fluo-4 Ca2+ flux; stronger effect = higher value; B-score at 10 µM; hit rate 0.42% among 310,000;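 active means B-score of calcium response area above 5 SD of library B-scores, with initial fluorescence ratio within 5 SD of library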;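 further: B-score of integrated fluorescence ratio over time as area under calcium response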
* = called active by the depositor; i = inactive; . = no result given. A portion of the library; count on the stated rates, not on these rows.

SMILES	PolyA inhibitor	TRPC4 agonist	KCNQ1 act	Platelet DG rel	KCNK9 inh	Dyrk1A ADPGlo	TRPC4 block	KCNQ1 inh	hERG rescue	KCNK3 inh	TRPC4 PAM
CCn1c(-c2csc(-c3ccc(Cl)cc3)n2)n[nH]c1=S	i	i	i	11	i	13	i	i	-10	i	i
Cc1c(NC(=O)CN2C(=O)NC3(CCC(C)CC3)C2=O)c(=O)n(-c2ccccc2)n1C (stereo not given)	i	i	i	2	i	-8	i	i	2	i	i
Cc1cc(C)nc(SCC(=O)Nc2cc(C)on2)n1	i	i	i	2	i	-3	i	i	-8	i	i
CN(C)S(=O)(=O)c1ccc(Cl)c(NC(=O)COC(=O)C2CSC3(C)CCC(=O)N23)c1 (stereo not given)	i	i	i	5	i	3	i	i	-4	i	i
CCc1ccc(OCC(=O)OC2CCS(=O)(=O)C2)cc1 (stereo not given)	i	i	i	-1	i	2	i	i	-4	i	i
O=C(CCSc1nc(-c2ccc3c(c2)OCO3)cc(C(F)(F)F)n1)NCc1ccccc1	i	i	i	-2	i	-1	i	i	-4	i	i
CN(C)CCO/N=C(\c1ccc(Br)cc1)c1cccnc1	i	i	i	6	i	9	i	i	-7	i	i
Cc1cc(C)n(-c2ccc(-n3ccnc3)nn2)n1	i	i	i	-9	i	1	i	i	-2	i	i
Clc1ccc(Nc2nc3cccnc3s2)cc1	i	i	i	0	i	2	i	i	4	i	i
Cc1cccc(NC(=O)Nc2c(C)[nH]c(=O)[nH]c2=O)c1C	i	i	i	-3	i	2	i	i	-4	i	i
CCCCCCCC(=O)OCC(O)CO (stereo not given)	i	i	i	1	i	4	i	i	-4	i	i
CC(=O)Nc1nc2n(n1)C(c1ccc(F)cc1)C=C(c1ccccc1)N2 (stereo not given)	i	i	i	1	i	2	i	i	-3	i	i
COc1ccccc1NC(=O)C(=O)N1CCCC1	i	i	i	-4	i	5	i	i	-15	i	i
FC(F)(F)COc1nc(N2CCCCC2)nc(N2CCNCC2)n1	i	i	i	1	i	-4	i	i	-11	i	27*
C/C(=N/NS(=O)(=O)c1ccc(Br)cc1)c1ccc(NC(=O)c2ccc(C)o2)cc1	i	i	i	-11	i	4	i	i	-8	i	i
CC(=O)Nc1cc(-c2ccc(F)cc2)[nH]n1	i	i	i	12	i	8	i	i	-8	i	i
Cc1cc(C)c2sc(N(CCCN(C)C)C(=O)CN3C(=O)c4ccccc4C3=O)nc2c1	i	i	i	0	i	-2	i	i	-15	i	i
Cc1ccc(NC(=O)c2nc[nH]c2C(=O)NCC(=O)OC(C)(C)C)cc1	i	i	i	2	i	5	.	i	-1	i	i
c1ccc2c(c1)oc1c(NCc3ccc4c(c3)OCO4)ncnc12	i	i	i	-26	i	9	i	i	-2	i	i
Cc1cccc(NC(=S)NN2CCN(C)CC2)c1C	i	i	i	0	i	0	i	i	-6	i	i
Cn1nnnc1SCC(=O)NCc1cccc(C(=O)O)c1	i	i	i	8	i	-4	i	i	-4	i	i
Cc1ccc(C)c(OCc2cc(C(=O)N(C)Cc3nccn3C)no2)c1	i	i	i	-4	i	2	i	i	-9	i	i
O=C(CSc1nc(-c2ccc(F)cc2)nc2ccc(F)cc12)Nc1cccc(C(=O)O)c1	i	i	i	3	i	.	i	i	-15	i	i
COc1ccc(N2C(=O)CSC2c2ccc([N+](=O)[O-])cc2)cc1 (stereo not given)	i	i	i	-9	i	-2	i	i	-5	i	i
COc1ccccc1NC(=O)c1ccc(-n2cccn2)nc1	i	i	i	14	i	4	i	i	-1	i	i

Continued (two carried over from the part before).
SMILES	PolyA inhibitor	TRPC4 agonist	KCNQ1 act	Platelet DG rel	KCNK9 inh	Dyrk1A ADPGlo	TRPC4 block	KCNQ1 inh	hERG rescue	KCNK3 inh	TRPC4 PAM
COc1ccc(N2C(=O)CSC2c2ccc([N+](=O)[O-])cc2)cc1 (stereo not given)	i	i	i	-9	i	-2	i	i	-5	i	i
COc1ccccc1NC(=O)c1ccc(-n2cccn2)nc1	i	i	i	14	i	4	i	i	-1	i	i
CC(C)c1ccc(NC2CCCN(C(=O)c3cc(C(C)C)[nH]n3)C2)cc1 (stereo not given)	i	i	i	-3	i	.	i	i	-16	i	i
CNC(C)C#Cc1ccc2c(=O)c3c(OC)cccc3oc2c1 (stereo not given)	i	i	i	1	i	.	i	i	-14	.	i
CCOC(=O)C1(Cc2cccc(F)c2)CCN(Cc2ccc(COC)o2)CC1	i	i	i	-3	i	-2	i	i	-13	i	i
C=CCC1(NC(C)c2ccccc2)CCCCC1 (stereo not given)	i	i	i	-3	i	-2	i	i	-7	i	i
COc1ccccc1NC(=O)C1CCCCC1	i	i	i	0	i	6	i	i	-9	i	i
O=C(NCc1cccs1)c1ccc(S(=O)(=O)N2CCCCC2)cc1	i	i	i	2	i	1	i	i	-7	i	i
Cc1ccccc1C(=O)Nc1cccc(NC(=O)c2ccc(-c3ccc(Br)cc3)o2)c1	i	i	i	5	i	5	i	i	-16	i	i
COc1cccc(/C=C2\N=C3CCCCCN3C2=O)c1	i	i	i	-2	i	3	i	i	-10	i	i
CCCCCCc1nnc(N)s1	i	i	i	5	i	1	i	i	-3	i	i
CCCCN(CC(=O)NC1CCCC1)C(=O)C(=O)Nc1ccc2c(c1)OCCO2	i	i	i	1	i	-14	i	i	-2	i	i
O=C1c2ccccc2C(=O)N1CC(=O)N1c2ccccc2Sc2ccc(C(F)(F)F)cc21	i	i	i	-22	i	-4	i	i	-5	i	i
C=CCNc1nc(C)c(CNc2c(C)cc(C)cc2C)nc1C#N	i	i	i	2	i	-1	i	i	-13	i	i
COc1ccc(C(=S)N2CCN(C)CC2)cc1Br	i	i	i	-2	i	1	i	i	-1	i	i
O=C(O)CSc1nnc(-c2ccc3c(c2)OCO3)o1	i	i	i	-2	i	-6	i	i	2	i	i
C=C(C)[C@@H]1CC=C(CN2CCC(CCOC)(C(=O)OCC)CC2)CC1	i	i	i	13	i	-1	i	i	-16	i	i
COC(=O)c1cc2c(cc1Cl)N1CCCCCC1=NS2(=O)=O	i	i	i	-1	i	2	i	i	1	i	i
CCCCOC(=O)Nc1ccc(N2CCCCC2)cc1	i	i	i	0	i	-5	i	i	-19	i	i
COc1ccc(Cn2c(C)ccc2C)cc1	i	i	i	4	i	1	i	i	-1	i	i
Cc1ccc(OCC(=O)Nc2ccc(F)cc2)cc1C	i	i	i	9	i	6	i	i	-2	i	i
CC(C)SCc1cc(N2CCCC2)nc(-c2ccccc2)n1	i	i	i	-1	i	2	i	i	-9	i	i
Cc1ccc(C(=O)NC(=S)N2CCN(c3ccc([N+](=O)[O-])cc3)CC2)cc1	i	i	i	1	i	-3	i	i	-7	i	i
Cn1c(N2CCCC2)nc2c1c(=O)n(Cc1ccc(F)cc1)c(=O)n2C	i	i	i	-2	i	0	i	i	-4	i	i
CC1(C)Cc2nc(N)c(C(=O)NCCO)cc2CO1	i	i	i	5	i	-4	i	i	1	i	i
CC/C(=N\NC(=O)CSc1ncccn1)c1ccc2c(c1)OCCO2	i	i	i	11	i	-2	i	i	-9	i	i
Cn1c2ccccc2c2c(C(=O)NCC3CCCO3)cn(C3CCCC3)c(=O)c21 (stereo not given)	i	i	i	10	i	-3	i	i	-1	i	i
(list continues)
SMILES	PolyA inhibitor	TRPC4 agonist	KCNQ1 act	Platelet DG rel	KCNK9 inh	Dyrk1A ADPGlo	TRPC4 block	KCNQ1 inh	hERG rescue	KCNK3 inh	TRPC4 PAM
CC1CCCN(C(=O)C23CCC(C)(C(=O)C2)C3(C)C)C1 (stereo not given)	i	i	i	4	i	0	i	i	-14	i	i
COc1ccccc1-c1cc(C(=O)Nc2ccccc2SC)no1	i	i	i	2	i	1	i	i	-12	i	i
O=C(CN1CCN(Cc2ccc(F)cc2Cl)C1=O)NCCc1ccc(Cl)cc1	i	i	i	5	i	-5	i	i	-13	i	i
Cc1ccccc1NC(=O)c1ccco1	i	i	i	-3	i	-1	i	i	-9	i	i
Cc1cccc(NC(=O)CC2C(=O)NCCN2C(=O)Nc2ccc(Cl)cc2)c1 (stereo not given)	i	i	i	1	i	10	i	i	-3	i	i
C/C=C/C=C\C(=O)Nc1cccc(C2=NOC3(C2)C[C@@H](C(N)=O)N(C(=O)c2cc([N+](=O)[O-])cc([N+](=O)[O-])c2C)C3)c1 (stereo not given in full)	i	i	i	-2	i	-1	.	i	1	i	i
CCOC(=O)C1(CCOc2ccccc2)CCN(C(=O)c2cncs2)CC1	i	i	i	0	i	-1	i	i	-9	i	i
N#CCCN/N=C(/Cc1nc2ccccc2[nH]1)c1ccc(Cl)cc1	i	i	i	-2	i	.	i	i	-9	.	i
COc1cc(CCNc2ccc3nnc(-c4ccccc4)n3n2)cc(OC)c1OC	i	i	i	-18	i	3	i	i	-16	i	i
CCN1CCN(CCCNC(=O)c2cc3c(=O)[nH]c4ccccc4c3s2)CC1	i	i	i	-5	i	.	i	i	-7	i	i
O=C(/C=C/c1ccco1)NC(=S)Nc1cccc(-c2nc3ccccc3s2)c1	i	i	i	9	i	5	i	i	-11	i	i
CN(c1ccc(OCC(=O)N2CCOCC2)cc1)S(=O)(=O)c1ccc(Cl)cc1	i	i	i	-2	i	-3	i	i	-17	i	i
CCC/C(C)=N/NC(=O)c1ccccc1O	i	i	i	-8	i	-3	i	i	-7	i	i
CCc1nc2oc3ccccc3c(=O)c2c(=O)n1-c1ccccc1	.	i	i	3	i	-1	i	i	-7	i	i
COc1ccc(NC(=O)Cn2nnc(-c3ccccc3NC(=O)C3CC3)n2)cc1	i	i	i	-25	i	0	i	i	-3	i	i
O=C(c1cnn(-c2ccccc2)c1)c1ccccc1O	i	i	i	12	i	5	i	i	-8	i	i
